HSP90 inh: blocks HSP90-mediated luciferase refolding in reticulocyte lysate; Rabbit reticulocyte lysate, luciferase refolding luminescence, 3 h; inhibition, % at 5.6 µM; hit rate 0.91% among 290,000;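 active means inhibition above the screen-wide mean plus 3 SD, computed separately per campaign, cut at about 16% in these data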;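 further: 0% = DMSO wells and 100% = 60 µM geldanamycin wells; inhibitors lower the luminescence because luciferase stays unfolded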
aSyn UTR inh: MLPCN primary screen, SNCA 5' untranslated region. alpha-synuclein 5'UTR reporter, inhibitor activity. inhibition, % (tested at 7.5 µM). hit rate 0.82% among 300,000. AID 1813; in the data active means inhibition above about 60%;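 further: H4 neuroglioblastoma cells stably carrying SNCA 5'UTR luciferase fusion; 0% = DMSO wells and 100% = positive control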
Platelet DG rel: platelet dense granule release activity; AID 1663; human platelet-rich plasma, SFLLRN dense granule ATP release, luminescence; hit rate 0.22% among 300,000; inhibition, %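 (compounds screened at 7.5 µM in platelet-rich plasma)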;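 active means mean replicate score, as percent of positive control, at or above 50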
HSF1 inhib: HSF1 inhibition; NIH3T3-HGL HSE-luciferase, MG132-induced, luminescence 8 h; hits give low values; activity change, negative = inhibition, % at 7.5 µM (by protocol); hit rate 0.77% among 300,000; AID 2098;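 active means more than half of replicate wells show activity change below -50%, luminescence cut by over half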;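 further: luciferase reports HSF-1 transcriptional activity via heat shock element; 0% = median of DMSO wells and -100% = zero luminescence signal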
KLF5 inh: suppresses KLF5 promoter-driven expression. DLD-1 KLF5 promoter-luciferase reporter, luminescence. inhibition, % at 5 µM. hit rate 0.23% among 290,000. AID 1700;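 active means inhibition above a per-plate limit of that plate's mean compound inhibition plus 3 SD, cut at about 60% in these data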;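 further: 0% = DMSO wells and 100% = LY294002 at 200 µM; higher means less KLF5 promoter-driven luciferase light; inactives centre near -14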
GSK3 alpha inh: human GSK-3 alpha kinase inhibition | AID 2650 | hit rate 0.1% among 320,000 | ADP-Glo luminescence, 60 min | inhibition, % at 10 µM;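 in the data active means inhibition above about 50%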;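 further: GST-tagged GSK-3 alpha with peptide substrate and 25 µM ATP; 0% = DMSO neutral wells and 100% = GW8510 positive control wells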
IEC-6 cytotox: IEC-6 cytotoxicity, counter-screen for KLF5 inhibitors; luminescence viability; inhibition, % at 5 µM; hit rate 0.78% among 290,000; in the data active means inhibition above about 22%;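 further: 0% = plate median of test compound wells and 100% = cytotoxic reference compound wells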
GSK3beta inhib: inhibitors of human GSK3beta kinase. P49841. GST-GSK3beta kinase, ADP-Glo luminescence, 60 min; hits give low values. activity score (negative = inhibition), % at 10 µM. hit rate 0.038% among 300,000. AID 2097;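 active means more than half of replicate wells score below -50%, meaning over 50% inhibition versus plate controls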;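 further: 0% = median DMSO wells and -100% = median GW8510 positive control wells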
Target sequence (P49841 whole entry, looked up): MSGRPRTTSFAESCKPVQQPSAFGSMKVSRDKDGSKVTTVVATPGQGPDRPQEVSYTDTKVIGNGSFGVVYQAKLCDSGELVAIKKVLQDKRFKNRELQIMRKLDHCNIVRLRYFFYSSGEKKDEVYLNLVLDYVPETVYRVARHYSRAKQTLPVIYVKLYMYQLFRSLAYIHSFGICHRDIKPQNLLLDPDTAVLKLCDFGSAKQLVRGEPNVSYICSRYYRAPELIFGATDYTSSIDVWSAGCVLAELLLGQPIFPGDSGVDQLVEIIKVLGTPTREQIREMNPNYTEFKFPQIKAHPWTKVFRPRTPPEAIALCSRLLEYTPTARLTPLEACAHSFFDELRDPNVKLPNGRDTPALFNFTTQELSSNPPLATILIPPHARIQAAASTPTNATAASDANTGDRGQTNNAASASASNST
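Test system – GST-tagged human GSK3beta kinase, cell-free · Incubation – 60 min enzyme reaction, room temperature · Signal – ADP-Glo luminescence · Also added – peptide substrate and ATP at 25 µM · Controls – DMSO neutral wells and GW8510 at 20 µM as positive · Buffer or medium – Tris/MgCl2 kinase buffer · Measure – Luminescence-derived activity versus plate DMSO and GW8510 wells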
Dyrk1A ADPGlo: blocks rat Dyrk1A kinase activity | Q63470 | inhibition, % at 12.5 µM | ADP-Glo luminescence, NFATc1 peptide | hit rate 0.43% among 310,000; in the data active means inhibition above about 50%;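 further: plate controls were vehicle with enzyme for no effect and no enzyme for full effect; many of its hits are not listed in these tables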
HSF1 activator: increases HSF-1 driven luciferase reporter signal; NIH3T3-HGL HSF-1 luciferase reporter, MG132, 8 h; 100% = twice DMSO control signal; activation, % at 9 µM; hit rate 1.7% among 300,000; AID 504408;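 active means mean replicate activation of at least 50% with a set share of replicates each reaching 50%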;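 further: 0% = median of the neutral control wells and 100% = twice that signal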
* marks the source's active call; other numbers are inactive results; . = no result given. A portion of the library; the hit share may differ from the screen's.

[1] CCN1CCN(C(=O)CS(=O)(=O)Cc2nc(-c3ccc(C)cc3)oc2C)CC1
[2] CC1CCN(C(=O)CSc2nc3c(c(=O)n2C)SC(C)C3)CC1 (centres undefined)
[3] CCCc1nnc(NC(=O)CCC(=O)NC2CCCc3ccccc32)s1 (centres undefined)
[4] COc1ccc(CCNc2nc(N3CCOCC3)nc(N3CCOCC3)n2)cc1OC
[5] O=C(O)Cc1ccc(NC(=O)C2CC=CCC2C(=O)O)cc1 (centres undefined)
[6] COCCCNC(=O)CCc1ccccc1

Compound	1	2	3	4	5	6
HSP90 inh	-4	3	-4	-1	-4	-1
aSyn UTR inh	23	9	-13	8	-7	2
Platelet DG rel	7	16	-7	0	1	-8
HSF1 inhib	-3	3	2	7	-20	-7
KLF5 inh	5	-15	-16	-25	0	-16
GSK3 alpha inh	2	0	0	0	-1	-1
IEC-6 cytotox	0	9	2	2	-7	0
GSK3beta inhib	-3	-1	3	2	1	4
Dyrk1A ADPGlo	-2	-3	6	-2	.	0
HSF1 activator	-6	-13	-1	7	-30	2

[7] COc1cc2c(cc1OC)C(C)N(C(=O)Nc1ccccc1)CC2 (centres undefined)
[8] COCCN(C(=O)COC(=O)CCOc1cccc(C)c1)c1c(N)n(Cc2ccccc2)c(=O)[nH]c1=O
[9] Cc1sc(NC(=O)CSc2nc(O)cc(=O)[nH]2)nc1-c1ccccc1
[10] N#CCCN(C(=O)Nc1ccccc1)c1ccccc1
[11] Cc1ccnc(NS(=O)(=O)c2ccccc2)c1
[12] COCCN(C(=O)Nc1ccc(F)cc1F)c1nc2ccccc2s1

Compound	7	8	9	10	11	12
HSP90 inh	-7	.	-3	-1	-1	-2
aSyn UTR inh	-32	-1	-28	0	5	-49
Platelet DG rel	1	-5	-1	-13	-3	3
HSF1 inhib	-4	-4	2	-3	0	2
KLF5 inh	60	.	-20	-14	-21	-60
GSK3 alpha inh	-1	-1	-1	-2	7	-2
IEC-6 cytotox	63*	.	4	-7	3	0
GSK3beta inhib	1	0	1	-3	2	1
Dyrk1A ADPGlo	-5	.	6	6	13	3
HSF1 activator	4	6	-2	-11	6	17

[13] O=c1c2ccccc2nc2c3ccccc3c(NCc3ccccn3)nn12
[14] O=C(OCC(=O)c1ccc[nH]1)c1ccccc1
[15] O=C(CN1c2ccccc2Sc2ccccc21)NNC(=S)Nc1ccc(Cl)cc1
[16] Cc1ccc(N(C)S(=O)(=O)c2c[nH]c3ccc([N+](=O)[O-])cc23)cc1
[17] O=C(Cn1cc2c(n1)CCCC2)Nc1ccccc1Cl
[18] Cc1cc(NC(=O)CSc2nc3ccccc3c(=O)n2C(C)c2ccccc2)no1 (centres undefined)

Compound	13	14	15	16	17	18
HSP90 inh	-1	-4	7	-2	-4	0
aSyn UTR inh	-37	-20	-19	8	7	46
Platelet DG rel	6	-21	-9	-2	2	3
HSF1 inhib	12	19	11	4	2	2
KLF5 inh	-14	-3	-8	-21	13	-11
GSK3 alpha inh	2	0	-1	.	.	1
IEC-6 cytotox	3	-6	2	-3	-5	3
GSK3beta inhib	5	-2	1	2	0	1
Dyrk1A ADPGlo	1	-3	6	.	10	-2
HSF1 activator	47	37	31	-6	-1	-14

Two entries drawn at random from those above:
[3] CCCc1nnc(NC(=O)CCC(=O)NC2CCCc3ccccc32)s1 (centres undefined)
[8] COCCN(C(=O)COC(=O)CCOc1cccc(C)c1)c1c(N)n(Cc2ccccc2)c(=O)[nH]c1=O

Compound	3	8
HSP90 inh	-4	.
aSyn UTR inh	-13	-1
Platelet DG rel	-7	-5
HSF1 inhib	2	-4
KLF5 inh	-16	.
GSK3 alpha inh	0	-1
IEC-6 cytotox	2	.
GSK3beta inhib	3	0
Dyrk1A ADPGlo	6	.
HSF1 activator	-1	6

Along the list, from the results shown.
Platelet DG rel for entries 13 to 17, in order: 6, -21, -9, -2, 2
HSF1 inhib for entries 13 to 17, in order: 12, 19, 11, 4, 2
Dyrk1A ADPGlo for entries 13 to 17, in order: 1, -3, 6, ., 10

(more compounds)
[19] O=C(CSCc1ccc(Cl)cc1)Nc1ccc2c(c1)OCO2
[20] CCSc1nc2c(c(=O)[nH]c(=O)n2C)n1C
[21] COC(=O)c1ccc(NC(=O)CSc2nncn2-c2cccnc2)cc1
[22] CCc1c(C)nc2ncnn2c1Nc1ccccc1C
[23] O=C(C[n+]1ccccc1)N/N=C/c1ccc(O)cc1
[24] COc1ccc(C(=O)Nc2ccccc2C(=O)N2CCN(c3ccccc3)CC2)cc1
[25] O=C(Nc1nc2cc3c(cc2s1)OCO3)C1CC1
[26] Cc1coc2c1c(C)cc1oc(=O)c(CC(=O)NCC(=O)NCC(=O)O)c(C)c12

Compound	19	20	21	22	23	24	25	26
HSP90 inh	1	1	-1	3	3	-6	0	-1
aSyn UTR inh	7	1	6	7	1	-6	-161	-5
Platelet DG rel	2	-3	3	0	3	-3	-4	7
HSF1 inhib	-4	-5	-8	-4	9	21	6	-6
KLF5 inh	-23	8	-20	-10	-6	-23	-45	16
GSK3 alpha inh	-9	3	1	0	-1	.	-1	-3
IEC-6 cytotox	-12	2	0	-2	1	4	-8	10
GSK3beta inhib	1	-1	-2	-3	1	3	2	5
Dyrk1A ADPGlo	-2	0	-5	4	-2	-5	1	1
HSF1 activator	10	0	10	-7	20	15	16	-4

Ordered by heavy-atom count (falling): some entries from above.
[26] Cc1coc2c1c(C)cc1oc(=O)c(CC(=O)NCC(=O)NCC(=O)O)c(C)c12
[23] O=C(C[n+]1ccccc1)N/N=C/c1ccc(O)cc1
[25] O=C(Nc1nc2cc3c(cc2s1)OCO3)C1CC1
[20] CCSc1nc2c(c(=O)[nH]c(=O)n2C)n1C

Compound	26	23	25	20
HSP90 inh	-1	3	0	1
aSyn UTR inh	-5	1	-161	1
Platelet DG rel	7	3	-4	-3
HSF1 inhib	-6	9	6	-5
KLF5 inh	16	-6	-45	8
GSK3 alpha inh	-3	-1	-1	3
IEC-6 cytotox	10	1	-8	2
GSK3beta inhib	5	1	2	-1
Dyrk1A ADPGlo	1	-2	1	0
HSF1 activator	-4	20	16	0

Screening results as filed in PubChem BioAssay.
